Compound activity (PubChem BioAssay)
GLP1R cytotox = qHTS of GLP-1 Receptor Inverse Agonists: Cytotox Screen; HEK293 cAMP-luciferase reporter cells, luminescence, 24 h; Potency, µM (highest dose often 38.3 µM), for inactives: top-dose activity change, negative = inhibition, most hits filed as inhibitors; hit rate 0.13% among 410,000; AID 624418, 2012;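 note: loss of luciferase light is scored as toxicity; potency is the fitted concentration of half-maximal effect; % is set by controls: 0 for no effect and ±100 for the full control effect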
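Seeding density was 200 cells/uL; after overnight-length (12 h) culture, 23 nL compounds went on for 24 h at 37 °C. Readout used a luciferase detection reagent, luminescence taken after 12 min at room temperature.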
GLP-1R inv ag = qHTS of GLP-1 Receptor Inverse Agonists (Inhibition Mode); HEK293 GLP-1R CRE-luciferase, luminescence, 24 h; GLP-1R form is constitutively active; hit rate 1.6% among 410,000; Glucagon-like peptide 1 receptor (Homo sapiens), P43220; Potency, µM (top dose mostly 38.3 µM), without a hit: at the top dose activity change, negative = inhibition, hits mostly inhibitors; note: potency is the fitted concentration of half-maximal effect; % is set by controls: 0 for no effect and ±100 for the full control effect; nearly all actives have a fitted effect of over 55% in size
Target sequence (P43220 whole entry, looked up): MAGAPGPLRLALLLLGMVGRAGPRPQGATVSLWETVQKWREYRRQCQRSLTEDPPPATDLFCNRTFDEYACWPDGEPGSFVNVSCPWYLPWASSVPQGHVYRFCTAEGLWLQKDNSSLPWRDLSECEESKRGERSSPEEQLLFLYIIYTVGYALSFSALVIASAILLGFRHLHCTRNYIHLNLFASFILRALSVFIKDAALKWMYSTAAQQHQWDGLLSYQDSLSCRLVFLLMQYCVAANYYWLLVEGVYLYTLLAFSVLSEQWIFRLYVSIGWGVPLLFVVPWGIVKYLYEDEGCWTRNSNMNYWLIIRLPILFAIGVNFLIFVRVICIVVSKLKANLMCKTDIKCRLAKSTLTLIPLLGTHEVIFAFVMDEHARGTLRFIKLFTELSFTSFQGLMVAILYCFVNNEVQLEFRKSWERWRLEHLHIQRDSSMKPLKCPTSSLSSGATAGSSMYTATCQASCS
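HEK293 cells stably co-expressing constitutively active GLP-1R and a cAMP-responsive luciferase reporter were seeded in DMEM with 10% Nu serum, given compounds after 12 h, and incubated 24 h at 37 deg C. Luminescence was then read.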
aSyn rescue = qHTS of alpha-syn Inhibitors | AID 652106, 2013 | Yeast expressing alpha-synuclein, growth rescue, BacTiter-Glo, 24 h | hit rate 0.14% among 370,000 | Potency, µM (top dose mostly 46.1 µM), for the others: top-dose growth rescue (activation), actives largely listed as activators; note: potency is the fitted concentration of half-maximal effect; % of control where 0% means no effect; nearly all actives have a fitted effect of over 65% in size
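Readout is rescue of growth in alpha-synuclein-expressing yeast, so inhibitors of toxicity appear as activators. Growth after 24 hr at 30 deg C in galactose medium is quantified by luminescence.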
Akt phos inh = HTS Assay for Inhibitors of Akt Phophorylation: Primary Screen. Neuro2A IGF-stimulated pAkt S473 HTRF, 20 min; stronger effect = lower value. activity change, % for hits at 50 µM. hit rate 0.32% among 360,000; in the data active = activity change below about -80%; inconclusive = mostly about -51% to -80%; note: % is set by controls: 0 for no effect and ±100 for the full control effect
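Neuro2A cells (4,500/well, DMEM with 0.5% FBS) were treated with compound at a single 50 µM final concentration, stimulated with 6 nM IGF for 20 min at 37 °C, and lysed. Phospho-Akt Ser473 was read by HTRF as 665/615 ratio ×10^4.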
TDP-43 yeast inh = qHTS of TDP-43 Inhibitors; Potency, µM (titrated, usually from 46.1 µM), for the others: at the highest dose growth rescue (activation), most hits filed as activators; TDP-43 expressing yeast growth rescue, BacTiter-Glo, 24 h; hit rate 1.8% among 410,000; note: potency is the fitted concentration of half-maximal effect; % of control where 0% means no effect; nearly all actives have a fitted effect of over 50% in size
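Luminescence from BacTiter-Glo reports growth of TDP-43-expressing yeast after 24 hr at 30 deg C with compound. Cells were raffinose-pregrown to mid-log, then seeded in galactose medium at OD600=0.02.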
Abeta rescue = qHTS for compounds that reverse cellular toxicity of Amyloid beta (A-beta) peptide in yeast: Primary Screen | yeast expressing A-beta42, growth rescue, OD600, 48 h; response scale: 0% DMSO, 100% iron-clioquinol control | Potency, µM (series often up to 46.1 µM), for the others: at the highest dose growth rescue, usual class: activators | hit rate 0.063% among 410,000 | AID 1347071, 2019; note: potency is the fitted concentration of half-maximal effect; nearly all actives have a fitted effect of over 55% in size
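Growth rescue measured by 600 nm absorbance after 48 h yeast culture at 30 C with compound. Values normalized between DMSO and an equimolar ferric chloride plus clioquinol control.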
MmCpn inh = Inhibitors of TCP-1 ring complex (TRiC) of Methanococcus maripaludis (MmCpn): qHTS | Chaperonin Mm-Cpn (Methanococcus maripaludis) | purified Mm-Cpn ATPase, ADP Transcreener TR-FRET | Potency, µM (highest dose often 76.9 µM), for the others: at the top dose activity, negative = inhibition, actives largely listed as inhibitors | hit rate 0.031% among 330,000; note: potency is the fitted concentration of half-maximal effect; % is set by controls: 0 for no effect and ±100 for the full control effect; nearly all actives have a fitted effect of over 80% in size
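Quantitative HTS used 25 nM Mm-CPN and 10 uM ATP in magnesium/KCl Tris buffer, pH 7.4, with 1 mM DTT. Hydrolysis ran 30 min at 37°C; ADP was read by HTRF.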
FUS suppressor = qHTS for Suppressors of FUS Proteinopathy: Primary screen using FUS-linked yeast assay. hit rate 0.24% among 390,000. Potency, µM (highest dose often 76.6 µM), for the others: at the top dose growth rescue (activation), most hits filed as activators. S. cerevisiae FUS-expressing, growth rescue, OD600, 24 h;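 note: potency is the fitted concentration of half-maximal effect; plate controls were DMSO vehicle for no effect and reference control for full effect; nearly all actives have a fitted effect of over 55% in size; some results filed as inactive show a strong effect at the top dose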
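Restored growth of FUS-toxic S. cerevisiae, read as 600 nm absorbance after 24 h at 30C in galactose medium (starting OD 0.005). Controls CP55940 and DMSO.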
PTHR1 agonist = qHTS for PTHR1 Agonists: Primary Screen. Parathyroid hormone/parathyroid hormone-related peptide receptor (Homo sapiens), Q03431. HEK293 GP2 PTHR1 cells, GloSensor cAMP luminescence, 1 h. Potency, µM (titrated, usually from 115 µM), for the others: at the highest dose activation, actives largely listed as activators. hit rate 0.075% among 410,000; note: potency is the fitted concentration of half-maximal effect; nearly all actives have a fitted effect of over 55% in size; some results filed as inactive show a strong effect at the top dose; inactives centre near -15; many of its hits are not listed in these tables
Target sequence (Q03431 whole entry, looked up): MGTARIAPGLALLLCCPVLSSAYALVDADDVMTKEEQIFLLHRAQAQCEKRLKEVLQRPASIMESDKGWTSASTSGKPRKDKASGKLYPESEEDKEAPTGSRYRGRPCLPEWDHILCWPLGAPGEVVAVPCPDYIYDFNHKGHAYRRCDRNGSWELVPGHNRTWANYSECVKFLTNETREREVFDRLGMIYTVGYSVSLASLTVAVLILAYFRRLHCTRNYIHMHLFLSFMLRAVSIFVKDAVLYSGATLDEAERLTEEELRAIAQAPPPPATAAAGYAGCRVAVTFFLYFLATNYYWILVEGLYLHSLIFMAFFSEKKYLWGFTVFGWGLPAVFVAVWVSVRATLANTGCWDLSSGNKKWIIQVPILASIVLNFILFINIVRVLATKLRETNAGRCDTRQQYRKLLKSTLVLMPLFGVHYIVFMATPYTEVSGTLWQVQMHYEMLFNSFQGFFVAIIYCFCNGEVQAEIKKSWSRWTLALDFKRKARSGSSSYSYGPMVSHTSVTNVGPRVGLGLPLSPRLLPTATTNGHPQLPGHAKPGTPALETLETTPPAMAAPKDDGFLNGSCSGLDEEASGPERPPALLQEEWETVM
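HEK-293-derived GP2 cells expressing PTHR1 and a GloSensor cAMP reporter, 3,000/well, plated overnight, given luciferin plus IBMX (each 0.5 mM as added) for 1 h at 37 °C, then compound for 1 h at 37 °C. Luminescence was read after 15 min at room temperature.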
An asterisk follows results filed as active; i = inactive; ? = inconclusive; . = not tested or not shown; [ ] = remark or other dose. Unless noted, calls come from the whole dose curve; as a rule, active = well fitted curve in the direction sought with a large enough effect; inconclusive = small, poorly fitted or top-dose-only effect, or another doubt; inactive = no such curve, though single readings can be large; an effect the other way counts as inactive or inconclusive. An excerpt; count on the stated rates, not on these rows.

entry	SMILES	GLP-1R inv ag	PTHR1 agonist	MmCpn inh	Akt phos inh	TDP-43 yeast inh	aSyn rescue	Abeta rescue	FUS suppressor	GLP1R cytotox
1	O=C(NC(=S)Nc1ncccn1)c1ccc(F)cc1	0%	-6%	1%	i	-6%	10%	-2%	-7%	9%
2	CCOC(=O)c1ccc(NC(=O)COc2cccc3c(=O)n(C)ccc23)cc1	-11%	-78%[inhibitor]	.	.	?	.	-18%	26%	-10%
3	COc1ccc(CNCC(=O)Nc2cccc(S(N)(=O)=O)c2)cc1	-4%[7.66 µM]	i	-1%	i	4%	6%	6%	4%	0%[7.66 µM]
4	CCn1c2ccccc2c2cc(/C=N/NC(=O)c3ccc(O)cc3)ccc21	?	-31%[inhibitor]	-15%	i	-3%	7%	-9%	24%	?
5	COCCn1c(C)cc(C(=O)COC(=O)c2ccc(N3CCCC3=O)cc2)c1C	7%	i	-2%	i	-10%	1%	18%	22%	-20%
6	CCc1cc(C(c2ccc(F)cc2)N2CCOCC2)c(NC(=O)c2ccccc2)s1 (stereo not given)	?	-17%[57.5 µM]	-2%	i	22%	5%	-11%	12%	22%
7	CN(C)/C=C1/Nc2ccccc2C1=O	6%	i	3%	i	15%	-10%	-3%	10%	3%
8	COc1ccc(C/C(=N\O)c2ccc(OC)cc2)cc1	0%	-31%	1%	i	14µM*	3%	8%	10%	-6%
9	OC1=C(O)c2nc3cc(F)ccc3nc21	13%	-20%	-4%	i	3%	3%	0%	-20%	2%
10	Cc1cc(Nc2cc(C)on2)n2ncnc2n1	14%	-15%	-3%	i	15%	-13%	16%	-27%	-29%
11	Cc1ccnc(NC(=O)c2cccc(S(=O)(=O)N3CCCc4ccccc43)c2)c1	?	-43%[inhibitor]	-3%	i	22µM*	9%	-4%	12%	-2%
12	COc1ccccc1NC(=O)CSc1nnnn1Cc1ccccc1	-24%	-20%[57.5 µM]	-1%	i	13%	5%	5%	12%	3%
13	CC(C)CCn1c(Oc2ccccc2F)nc2c1c(=O)n(C)c(=O)n2C	9%	i	.	.	?	.	-2%	37%	5%
14	CCn1c(=O)c2c(nc(SCC(=O)N3CCC(C)CC3)n2C)n(C)c1=O	23%	-19%	0%	i	-7%	-4%	-14%	-4%	-3%
15	Cc1cccc(NC(=O)c2ccc(N3C(=O)C4C5C=CC(C6CC56)C4C3=O)cc2)c1 (stereo not given)	?	-25%	-1%	i	15%	-2%	-13%	2%	3%
16	S=C(NCc1ccccn1)Nc1cccc(Cl)c1	-20%	-8%[57.5 µM]	0%	i	?	-9%	?	39%	?
17	Cc1ccccc1Cn1c(=O)n(CCCCC(=O)NCc2ccccc2Cl)c(=O)c2ccccc21	1%	-24%	.	.	15%	.	-9%	-38%	1%
18	O=[N+]([O-])c1ccc(C(O)CN2CCN(C/C=C/c3ccccc3)CC2)cc1 (stereo not given)	?	-10%	0%	i	-2%	9%	9%	11%	13%
19	COc1ccc(Cl)cc1NC(=O)CN(C)C(=O)c1n[nH]c2ccccc12	?	-7%	1%	i	-14%	-2%	-1%	19%	1%
20	COc1cc(CNC[C@H]2O[C@@H](n3ccc(N)nc3=O)[C@H](O)[C@@H]2O)ccc1OCc1ccc(C)cc1	14%	-21%	.	i	14%	-3%	-8%	-11%	1%
21	CCN(CC(=O)NC(C)(C)C)C(=O)c1cccc(S(=O)(=O)N2CC3(C)CC2CC(C)(C)C3)c1 (stereo not given)	-25%	-12%	.	i	14%	-7%	2%	8%	-7%
22	Cc1ccc(C2=NN(CC(=O)O)C(=O)CC2)cc1	6%	-11%	3%	i	2%	-7%	-9%	-4%	-2%
23	CC(=O)c1ccc(OCC(=O)OCC(=O)N(CC(C)C)c2c(N)n(Cc3ccccc3)c(=O)[nH]c2=O)cc1	5%	-6%	0%	i	10%	8%	2%	31%	16%
24	CN(C)C(=S)Nc1cccc(F)c1	10%	i	1%	i	7%	-7%	4%	4%	?
25	CCCC(=O)N1CCCC(c2nc(-c3cccs3)no2)C1 (stereo not given)	8%	-2%[57.5 µM]	-2%	i	8%	-2%	-11%	-11%	8%
26	O=C(CNCc1ccc(Cl)cc1)Nc1ccc2c(c1)OCCO2	-26%	-1%	-1%	i	2%	-3%	-7%	-22%	-6%
27	CCC(CCCO)CCC[C@H](C)CCC1OCCO1 (stereo not given in full)	8.9µM*	-2%	0%	i	7%	16%	-13%	5%	17%
28	COc1ccc2cc(C3=CCCCC3)ncc2c1	-3%	-95%[inhibitor]	-2%	i	18%	-9%	-2%	1%	9%
29	CCCCNC(=O)c1[nH]c2ccccc2c1Sc1ccc(C)cc1	-11%	-22%	.	.	13%	.	8%	6%	4%
30	CC1=NN(C(N)=S)C(=O)C1N=Nc1ccccc1C (stereo not given)	?	i	0%	i	21%	-13%	-17%	37%	?
31	COc1ccc(Cn2cc(F)c(=O)n(C)c2=O)cc1[N+](=O)[O-]	?	-6%	-1%	i	-10%	-8%	-8%	28%	-1%
32	Cc1csc(NC(C)c2nc3cc(C(F)(F)F)ccc3n2CCOCCO)n1 (stereo not given)	-6%	-7%	.	i	13%	-1%	-2%	-6%	4%
33	CCc1cccc(NC(=O)c2ccc3c(c2)N(Cc2cccc(Cl)c2)C(=O)c2ccccc2S3=O)c1 (stereo not given)	9%	i	.	.	19%	.	-5%	10%	10%
34	CCCC(CCC)c1nc2ccncc2[nH]1	0%	-15%	-2%	i	-15%	-5%	-4%	12%	-3%
35	O=Cc1cn(CC(=O)NCC2CCCO2)c2ccccc12 (stereo not given)	1%	13%[57.5 µM]	0%	i	-1%	1%	10%	11%	15%
36	O=C(O)CCC(=O)NN1C(=O)c2ccccc2NC1c1ccc(F)cc1 (stereo not given)	19%	i	-1%	i	-12%	-1%	-1%	9%	-9%
37	Cc1ccc(N2C(=O)CS(=O)(=O)C23C(=O)N(Cc2cccc(F)c2)c2ccccc23)cc1Cl (stereo not given)	?	i	.	.	?	.	21%	35%	2%
38	CC(C)Cn1c(N)c(C(=O)COC(=O)c2cccc(Cl)c2)c(=O)n(C)c1=O	?	-30%[inhibitor]	0%	i	8%	3%	2%	26%	1%
39	Cc1nnc(SCC(=O)NCc2ccccc2Cl)n(N)c1=O	-1%	-24%	1%	i	18%	-8%	-1%	.	0%
40	C(=N\n1cnnc1)/c1ccc(OCc2ccccc2)cc1	5%	i	-3%	i	?	0%	13%	33%	15%
41	Cc1ccc(NC(=O)COC(=O)CCc2nc3ccccc3c(=O)[nH]2)cc1Cl	2%	-4%	-2%	i	23%	3%	-9%	-9%	-4%
42	S=C(NCc1ccccn1)Nc1ccccc1	10%	i	1%	i	-7%[0.397 µM]	1%	1%	-14%	0%
43	COc1ccc(/C=C2/C(=O)OCc3cc(OC)c(OC)cc32)cc1	?	-5%	1%	i	20µM*	4%	-20%	-2%	?
44	Cc1ccc(/C=N\Nc2nc3ccc(Cl)cc3[nH]2)o1	5µM*	i	-3%	i	2%	-16%	10%	18%	-28%
45	COC(=O)c1sc(-c2ccccc2)cc1NC(=O)c1cccc(F)c1	11%	i	.	.	17%	.	-7%	-26%	14%
46	Cc1ccc(CN(Cc2ccco2)C(=O)COc2ccc(Cl)cc2)o1	?	-14%	.	.	-9%	.	-11%	25%	-3%
47	Cc1nnc(SCC(=O)N2CCC(C(N)=O)CC2)s1	13%	i	1%	i	1%	-2%	8%	10%	1%
48	COC(=O)c1cc(OC)c(OC)cc1NC(=O)c1ccc(Br)o1	24%	i	.	?	0%	7%	-1%	7%	-2%
49	O=C(COC(=O)c1ccccc1Br)NC1CCCC1	-6%	0%	1%	i	3%	2%	0%	4%	-2%
50	CCC(C)(C)C1CCc2c(sc(NC(=O)C3c4ccccc4Oc4ccccc43)c2C(N)=O)C1 (stereo not given)	9%	?	.	.	3%	.	-8%	9%	15%
51	COC(=O)C(COC(=O)c1c(F)cccc1F)NC(=O)c1c(F)cccc1F (stereo not given)	41%[activator]	i	1%	i	15%	-8%	-9%	-32%	-4%
52	CCOC(=O)c1ccc(N2C(=O)C(O)=C(C(C)=O)C2c2ccccc2)cc1 (stereo not given)	-19%	-7%	-4%	i	19%	3%	-25%	18%	-3%
53	O=C(COc1cc2oc(=O)c3c(c2cc1Cl)CCC3)NCC(O)c1ccccc1 (stereo not given)	39%[activator]	i	-2%	i	8%	4%	-1%	2%	2%
54	CCCC/C(C)=N\NC(=O)CNS(=O)(=O)c1ccc([N+](=O)[O-])cc1	?	-24%[57.5 µM]	-1%	i	13%	10%	1%	2%	-10%

Reformatted: two of the compounds above
Every second line gives: GLP-1R inv ag, PTHR1 agonist, MmCpn inh, Akt phos inh, TDP-43 yeast inh, aSyn rescue, Abeta rescue, FUS suppressor, GLP1R cytotox
(54) CCCC/C(C)=N\NC(=O)CNS(=O)(=O)c1ccc([N+](=O)[O-])cc1
→ ?, -24%[57.5 µM], -1%, i, 13%, 10%, 1%, 2%, -10%
(53) O=C(COc1cc2oc(=O)c3c(c2cc1Cl)CCC3)NCC(O)c1ccccc1 (stereo not given)
→ 39%[activator], i, -2%, i, 8%, 4%, -1%, 2%, 2%
